PLAP inhibition: PLAP enzyme inhibitors, biochemical, luminescence, HTS (AID 690); Alkaline phosphatase, placental type (Homo sapiens); purified PLAP, luminescent substrate; higher % means a stronger effect; one-dose inhibition, % at 20 µM; IC50 in µM for titrated hits; 96,000 compounds, 0.08% hits; in the data active = a potency from the dose series; inactive = the rest, 99 in 100 with inhibition below about 30%; also: strong numbers were not always called active
Bcl-B TR3 displacers: displacers of TR3 peptide from Bcl-B, primary screen, selectivity assay for Bfl-1 inhibitor project, biochemical, fluorescence polarization | 96,000 compounds, 0.11% hits | FP displacement of FITC-TR3 peptide from Bcl-B; higher % means a stronger effect | one-dose displacement, % at 20 µM; IC50 in µM for titrated hits;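 active = displacement above 50% at 20 µM plus a fluorescence interference ratio under 1.5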;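 also: plate controls were wells without compound for no effect and wells lacking Bcl-B protein for full effect; a part of the inactive calls stands beside numbers as strong as those of hits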
MRP reversal: reversal of MRP1-mediated doxorubicin resistance, primary screen, H69AR cells, doxorubicin co-treatment; H69AR cells + 2 uM doxorubicin, CellTiter-Glo, 72 h; differential viability (reversal), % at 10 µM; 85,000 compounds, 0.04% hits;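 active = viability drop by adding the cancer drug above about 55%, with treated viability meeting a 40% cutoff, limit read from the data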;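 also: viability without doxorubicin minus viability with 2 µM doxorubicin for each compound; larger differential means the compound sensitizes cells more to doxorubicin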
NFkB transloc pot: enhancers of NFkB p65 translocation in HUVEC – imaging, IL-1B stimulus, high-content imaging, primary screen; HUVEC IL-1B NFkB p65 nuclear translocation imaging; 94,000 compounds, 0.3% hits; activation, % at 2 µM;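 active = activation above 40%, about the mean plus 3 SD, also judged a hit on visual image review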;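 also: percent activation is computed from the nuclear over cytoplasmic p65 intensity ratio; values of inactives mirror those of a sister screen read the other way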
NFkB transloc inh: inhibitors of IL-1B driven NFkB p65 nuclear import, primary screen, imaging, HUVEC, IL-1B stimulus, high-content imaging | HUVEC IL-1B NFkB p65 nuclear translocation imaging | inhibition, % at 2 µM | 94,000 compounds, 0.43% hits | AID 796, 2007;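 active = inhibition above about 30% together with a positive call from visual inspection of the well image, limit read from the data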;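 also: nuclear over cytoplasmic p65 intensity ratio measured by imaging; 0% = IL-1B stimulated DMSO wells and 100% = unstimulated DMSO wells; values of inactives mirror those of a sister screen read the other way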
MRP reversal cytotoxicity: further read-out of MRP reversal, marked with its call; viability, %; H69AR cells, CellTiter-Glo, 72 h; measured here: cytotoxicity without doxorubicin
MRP reversal with doxorubicin: recorded beside MRP reversal, whose call it bears; viability, %; measured here: viability with 2 uM doxorubicin; active compounds read low
NFkB transloc inh cell count 2 µM: second read-out of NFkB transloc inh, no call of its own (marks repeat the call); cell count; measured here: cells passing quality filter;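 raw number of nuclei counted in each imaged well without normalization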
NFkB transloc pot cell count 2 µM: further read-out of NFkB transloc pot, marked with its call; cell count; measured here: cells passing quality filter
* hit, by the source's call; nt = no result given. Not all compounds are listed; count on the stated rates, not on these rows.

SMILES	PLAP inhibition	Bcl-B TR3 displacers	MRP reversal	MRP reversal cytotoxicity	MRP reversal with doxorubicin	NFkB transloc pot	NFkB transloc pot cell count 2 µM	NFkB transloc inh	NFkB transloc inh cell count 2 µM
Cc1cc([N+](=O)[O-])ccc1NC(=S)NC(=O)C(c1ccccc1)c1ccccc1	-6%	-10%	-10	32	42	6	142	-6	142
CCOC(=O)c1c(NC(=O)OC)sc(C(=O)N(CC)CC)c1C	-62%	-3%	76*	79*	2.7*	2	166	-2	166
Cc1ccccc1OCCNc1ccc(C(F)(F)F)cc1[N+](=O)[O-]	4%	9%	nt	nt	nt	0	165	0	165
Cc1cc(Cl)c(S(=O)(=O)Nc2ccc3c(c2)OCO3)cc1OCC(N)=O	-27%	-2%	-2	75	78	-4	144	4	144
NC(=O)CSc1nnc(-c2cccnc2)n1CCc1ccccc1	-1%	-12%	6	92	86	-13	183	13	183
Cc1cc(C)c2[nH]c(=O)c(CN(CC3CCCO3)C(=O)c3cnccn3)cc2c1 (stereo not drawn)	-73%	0%	1	100	99	1	173	-1	173
CCn1cc(C(=O)N(CCCN2CCOCC2)Cc2ccco2)c(=O)c2ccc(C)nc21	-26%	2%	-1	99	100	nt	nt	nt	nt
O=C1CC(N2CCN(c3ccccn3)CC2)C(=O)N1CC(c1ccccc1)c1ccccc1 (stereo not drawn)	nt	nt	-10	84	94	17	66	-17	66
CCC(C)(C(=O)NC1CCCC1)N(Cc1cccs1)C(=O)Cc1cccs1 (stereo not drawn)	-24%	-6%	2	78	76	-6	45	6	45
CCOC(=O)c1ccc(NC(=O)CSc2nnc(CNC(=O)c3ccccc3F)o2)cc1	-3%	0%	7	84	78	6	124	-6	124
COc1ccc(CNCc2cc3c(C(C)(C)C)nn(-c4ccccc4)c3[nH]c2=O)cc1	-148%	-6%	-29	24	54	10	47	-10	47
O=C(Nc1ccc2nsnc2c1)c1cccs1	5%	-6%	9	76	67	0	151	0	151
O=S(=O)(Cc1cnc(Cl)s1)c1ccccc1	7%	15%	nt	nt	nt	6	97	-6	97
N#Cc1ccc(OCC(=O)N/N=C2\CCc3ccccc32)cc1	2%	6%	nt	nt	nt	12	174	-12	174
Cc1csc(SCC(=O)N2CCN(S(=O)(=O)c3ccccc3)CC2)n1	-2%	-9%	nt	nt	nt	9	179	-9	179
O=S(=O)(NCc1cn2ccsc2n1)c1ccc2c(c1)OCCO2	7%	-5%	3	100	96	20	111	-20	111
O=C(c1ccc(COc2ccccc2Br)cc1)N1CCCCC1	-90%	1%	nt	nt	nt	54*	145*	-54	145
COc1ccc(C2(C(N)=O)CCCCC2)cc1OC	-7%	-5%	6	88	82	3	103	-3	103
COc1ccc(N2CCN(C(=O)c3cn(C4CCCC4)c(=O)c4c3c3ccccc3n4C)CC2)cc1	-56%	-27%	29	73	44	17	59	-17	59
Cc1cc(C(=O)CSc2nnc(-c3ccccc3)n2C)c(C)n1C	15%	-2%	10	90	80	1	137	-2	137
Cc1nc(N2CCN(c3ccccc3)CC2)c2c3c(sc2n1)CCC3	-46%	-10%	1	83	82	nt	nt	nt	nt
COc1ccc(C(=O)NCC(C)(C)SCc2c(C)cc(C)cc2C)cc1	-8%	3%	nt	nt	nt	7	166	-7	166
CCOC(=O)c1c(C)[nH]c(C(=O)Cn2nnc(-c3ccccc3Cl)n2)c1C	10%	-11%	7	81	74	10	128	-10	128
COc1ccc(/C=N/NC(=O)c2cc(C34CC5CC(CC(C5)C3)C4)[nH]n2)cc1O	-42%	-6%	nt	nt	nt	9	121	-9	121
Clc1ncnc2scc(-c3ccccc3)c12	13%	-4%	nt	nt	nt	8	187	-8	187

Structures listed so far with an NH in an aromatic ring:
SMILES	PLAP inhibition	Bcl-B TR3 displacers	MRP reversal	MRP reversal cytotoxicity	MRP reversal with doxorubicin	NFkB transloc pot	NFkB transloc pot cell count 2 µM	NFkB transloc inh	NFkB transloc inh cell count 2 µM
Cc1cc(C)c2[nH]c(=O)c(CN(CC3CCCO3)C(=O)c3cnccn3)cc2c1 (stereo not drawn)	-73%	0%	1	100	99	1	173	-1	173
COc1ccc(CNCc2cc3c(C(C)(C)C)nn(-c4ccccc4)c3[nH]c2=O)cc1	-148%	-6%	-29	24	54	10	47	-10	47
CCOC(=O)c1c(C)[nH]c(C(=O)Cn2nnc(-c3ccccc3Cl)n2)c1C	10%	-11%	7	81	74	10	128	-10	128
COc1ccc(/C=N/NC(=O)c2cc(C34CC5CC(CC(C5)C3)C4)[nH]n2)cc1O	-42%	-6%	nt	nt	nt	9	121	-9	121

A run of entries from the list above:
SMILES	PLAP inhibition	Bcl-B TR3 displacers	MRP reversal	MRP reversal cytotoxicity	MRP reversal with doxorubicin	NFkB transloc pot	NFkB transloc pot cell count 2 µM	NFkB transloc inh	NFkB transloc inh cell count 2 µM
Cc1cc([N+](=O)[O-])ccc1NC(=S)NC(=O)C(c1ccccc1)c1ccccc1	-6%	-10%	-10	32	42	6	142	-6	142
CCOC(=O)c1c(NC(=O)OC)sc(C(=O)N(CC)CC)c1C	-62%	-3%	76*	79*	2.7*	2	166	-2	166
Cc1ccccc1OCCNc1ccc(C(F)(F)F)cc1[N+](=O)[O-]	4%	9%	nt	nt	nt	0	165	0	165

Carrying on.
SMILES	PLAP inhibition	Bcl-B TR3 displacers	MRP reversal	MRP reversal cytotoxicity	MRP reversal with doxorubicin	NFkB transloc pot	NFkB transloc pot cell count 2 µM	NFkB transloc inh	NFkB transloc inh cell count 2 µM
CCN(Cc1cc2cc(OC)ccc2[nH]c1=O)C(=O)Cc1ccc(OC)cc1	4%	-4%	1	78	77	25	173	-25	173
CCOC(=O)c1nnn(-c2nonc2N)c1-c1ccc(C)cc1	-8%	5%	15	93	79	10	181	-10	181
CCCOC(=O)c1ccc(NS(=O)(=O)c2cccs2)cc1	-43%	4%	7	91	84	-1	171	1	171
COc1cc(-c2noc(CCC(=O)Nc3cccnc3)n2)cc(OC)c1OC	-9%	-4%	-18	63	81	14	95	-14	95
O=C(CC1SC(N2CCCCC2)=NC1=O)Nc1cccc(C(=O)O)c1 (stereo not drawn)	-8%	-1%	5	102	97	14	82	-14	82
O=C(CCc1ccccc1)NC1CCSC1=O (stereo not drawn)	-28%	-12%	-3	90	92	nt	nt	nt	nt
CS/C(=N\S(=O)(=O)c1ccc(Cl)cc1)c1ccccc1	34%	0%	nt	nt	nt	1	111	-1	111
c1coc(CN(Cc2ccco2)c2ncnc3c2oc2ccccc23)c1	nt	nt	-42	22	64	-5	100	5	100
CCOc1ccc(CCNC(=O)C(O)c2ccccc2)cc1 (stereo not drawn)	14%	9%	20	114	94	3	179	-3	179
CCOc1ccccc1N(CC(=O)Nc1ccccc1C(=O)NCc1ccco1)S(C)(=O)=O	22%	-3%	33	85	53	16	114	-16	114
CCc1ccccc1SCc1noc(C(=O)NCC2CCCO2)c1C(=O)O (stereo not drawn)	-10%	-1%	nt	nt	nt	-3	169	3	169
Cn1c(=O)oc2cc(S(=O)(=O)NCCCN3CCCC3=O)ccc21	-35%	-2%	13	102	88	-9	62	9	62
O=C(Nc1nn[nH]n1)C12CC3CC(CC(C3)C1)C2	-5%	4%	35	90	55	-1	155	0	155
CCOC(=O)Cn1nc(-c2ccc(Cl)cc2)cc1N	21%	-5%	13	103	90	24	158	-24	158
CN(C)c1ccc(-c2ccncc2)cc1	13%	-1%	13	101	88	nt	nt	nt	nt
CCCCNC(NCCCC)=C(S(=O)(=O)CC)S(=O)(=O)CC	-2%	-5%	6	95	89	-10	121	10	121
CC(C)c1nc(N2CCN(C(=O)c3ccco3)CC2)c2c3c(sc2n1)CCCC3	-42%	0%	20	88	68	5	148	-5	148
N#CN=C1SCCS1	27%	-2%	0	104	103	6	130	-6	130
COCC(C)NC(=O)c1cc(-c2cccc(OC)c2)on1 (stereo not drawn)	0%	-2%	6	90	83	5	99	-5	99
CCN(CC)S(=O)(=O)c1ccc(-c2nnc(SCC(=O)Nc3cc(OC)cc(OC)c3)o2)cc1	12%	-33%	-14	63	77	2	193	-2	193
CC1CCN(c2nncc3ccccc23)CC1	11%	0%	8	103	94	-4	78	4	78
Cc1ccc(CNC(=O)C2CC(c3cccc([N+](=O)[O-])c3)=NO2)o1 (stereo not drawn)	-12%	-18%	nt	nt	nt	-14	195	14	195
CC(=O)c1sc(NC(=O)C=C(C)C)nc1C	11%	2%	8	94	86	2	65	-2	65
CCCCOC(=O)CSc1nnc(-c2cc(OC)c(OC)c(OC)c2)o1	-14%	9%	12	104	91	-8	124	8	124
CCOC(=O)c1c(NC(=O)c2ccc(Br)o2)sc(C)c1CC	-38%	-61%	9	85	75	nt	nt	nt	nt
(more compounds)
SMILES	PLAP inhibition	Bcl-B TR3 displacers	MRP reversal	MRP reversal cytotoxicity	MRP reversal with doxorubicin	NFkB transloc pot	NFkB transloc pot cell count 2 µM	NFkB transloc inh	NFkB transloc inh cell count 2 µM
Cc1cc(OCC(=O)NCCN2CCOCC2)ccc1Br	-42%	-8%	2	96	94	-5	153	5	153
O=S(=O)(Nc1nc2ccccc2nc1NCc1ccco1)c1ccccc1	14%	2%	21	88	68	4	201	-4	201
COc1cc(OC)c(C(=O)Nc2ccc(N(C)C)cc2)cc1OC	-10%	-4%	-9	96	105	5	76	-5	76
CCCC(=O)Nc1ccc(C#Cc2ccccc2)cc1	14%	5%	nt	nt	nt	9	131	-9	131
Cc1ccc(CC(=O)NCC(C)C)cc1	9%	-6%	14	93	78	7	137	-7	137
COc1ccccc1-n1c(SCC(=O)N(C)C2CCS(=O)(=O)C2)nc2ccccc2c1=O (stereo not drawn)	-67%	0%	-23	65	88	nt	nt	nt	nt
O=C(NCc1ccco1)c1ccc2c(=O)n(-c3ccccc3)c(=S)[nH]c2c1	19%	0%	nt	nt	nt	-6	181	6	181
CCOC(=O)c1c(C)oc2c1c(C=NC1CCS(=O)(=O)C1)c(O)c1ccccc12 (stereo not drawn)	14%	28%	-7	62	68	-9	95	10	95
CCCn1nnc(NC(=O)c2sc3ccccc3c2Cl)n1	-3%	-2%	-3	86	89	14	160	-14	160
CCC1(C(=O)OC)NC(c2cccc(F)c2)C2C(=O)N(C)C(=O)C21 (stereo not drawn)	nt	nt	1	87	86	10	126	-10	126
COc1cccc(-c2nnn(CC(=O)Nc3cc(OC)c(NC(=O)c4ccco4)cc3OC)n2)c1	-46%	-11%	-18	40	59	-1	101	1	101
Cc1cccc(NC(=O)CCCCCN2C(=O)c3ccccc3C2=O)n1	-14%	-6%	18	92	74	13	152	-13	152
Nc1nc(NC(=O)c2cccs2)nn1-c1ccccc1	-22%	-2%	3	96	93	20	204	-20	204
COC(=O)c1ccc(NC(=O)C2C3C=CC(O3)C2C(=O)O)cc1 (stereo not drawn)	-6%	-3%	nt	nt	nt	1	128	-1	128
CN(C)S(=O)(=O)N1CCN(S(=O)(=O)c2ccccc2)CC1	0%	3%	0	88	89	9	142	-9	142
Cc1nc(-c2ccccc2)nc2[nH]c(-c3ccccc3)cc(=O)c12	-4%	1%	-30	15	44	14	182	-14	182
O=C(CN1C(=O)C2C3C=CC(C3)C2C1=O)Nc1ccc2nccnc2c1 (stereo not drawn)	-4%	0%	2	92	90	19	150	-20	150
C/C(=C\c1ccccc1)C(=O)NC1CCSC1=O (stereo not drawn)	7%	-1%	nt	nt	nt	-10	172	10	172
O=C(NCCN1CCCC1)C1CC(=O)N(C2CCCCC2)C1 (stereo not drawn)	-8%	-7%	1	102	102	-1	124	1	124
CCCc1nnc(SCC(=O)N2CCCC(C)C2)n1CCCOC (stereo not drawn)	-10%	8%	-10	75	85	4	82	-4	82
COc1ccc(CC(=O)Nc2cc(C)ccn2)cc1	13%	0%	-4	96	100	2	167	-2	167
CCS(=O)(=O)N1CCC(C(=O)NCCc2ccccc2)CC1	-6%	-4%	4	92	88	9	211	-9	211
CCC(=O)N1N=C(c2ccc(NS(C)(=O)=O)cc2)CC1c1ccc(C)cc1 (stereo not drawn)	-28%	0%	-26	59	85	12	78	-12	78
FC(F)(F)c1cnc(Oc2ccc(-c3nnco3)cc2)c(Cl)c1	-8%	8%	33	101	67	-15	144	15	144
COc1cccc(OC)c1C(=O)Nc1ccccc1C(=O)N1CCOCC1	14%	-4%	-8	108	116	-10	137	10	137

Bioassay records: PubChem, several laboratories
